Source: PubChem (National Center for Advancing Translational Sciences (NCATS))
A549 tox – counter-screen for Nrf2 inhibitors: cytotoxicity in A549 cells. A549 ARE-Fluc cells, CellTiter-Fluor viability, 18-24 h. Potency, µM (top dose mostly 46 µM), for the others: at the top dose activity change, negative = cytotoxicity, most hits filed as inhibitors. hit rate 0.16% among 390,000. AID 504648; further: on the % scale 0 is the no-effect control and ±100 the full control effect
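A549 ARE-Fluc cells in 5% FBS OPTI-MEM, 5000 cells/well, rested 2 h then exposed to compounds in concentration-response for 18-24 h at 37 °C. Viability by CellTiter-Fluor fluorescence (Ex 405/Em 525) after 30 min; luciferase luminescence (BugLite, 15 min, RT) read afterwards.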
ATXN2 expr inh – ATXN2 expression inhibition | Potency, µM (doses to about 57 µM), inactives show at the top dose activity change, negative = inhibition, actives largely listed as inhibitors | HEK-293 ATXN2-luciferase reporter, luminescence, 24 h | hit rate 0.72% among 360,000; further: on the % scale 0 is the no-effect control and ±100 the full control effect; nearly all actives have a fitted effect of over 55% in size
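qHTS (up to 57 uM final) was run with 24 h compound exposure of reporter cells at 37 °C. Each well was multiplexed: SteadyGlo luminescence measured ATXN2-luciferase expression after a fluorogenic Gly-Phe-AFC viability readout (25 uM final).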
MCF10A rereplic – DNA re-replication induction in MCF 10a cells; MCF 10A DNA re-replication, Hoechst nuclear intensity, 48 h; Potency, µM (series often up to 46.1 µM), inactives show top-dose activity, positive = re-replication, hits mostly activators; hit rate 2.9% among 350,000; further: % of control where 0% means no effect; nearly all actives have a fitted effect of over 50% in size
TGFb SMAD3 inh – blocks TGF-b signaling; HepG2 CAGA-GFP TGF-b/SMAD3 reporter, GFP fluorescence, 18 h; TGF-beta stimulated, 500 pg/mL final; Potency, µM (titrated, usually from 46.1 µM), for inactives: at the top dose activity, negative = inhibition, actives largely listed as inhibitors; hit rate 1.2% among 410,000; AID 588855; further: on the % scale 0 is the no-effect control and ±100 the full control effect; nearly all actives have a fitted effect of over 65% in size
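Cell-based qHTS in HEPG2 carrying a CAGA-GFP Smad reporter; compounds added before 500 pg/mL final TGF-beta, 18 h incubation at 37 degrees C, GFP fluorescence quantified per cell by imaging cytometry.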
Nrf2 inh – inhibitors of Nrf2 signaling. Potency, µM (doses to about 46 µM), without a hit: at the top dose activity change, negative = inhibition, usual class: inhibitors. A549 ARE-Fluc reporter, luciferase luminescence, 18-24 h. hit rate 2.1% among 360,000; further: on the % scale 0 is the no-effect control and ±100 the full control effect; nearly all actives have a fitted effect of over 60% in size
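Concentration-response testing used A549 ARE_Fluc cells at 5000 cells/well. Following an 18-24 h compound incubation, viability was read by fluorescence (Ex 405/Em 525) and luciferase output by luminescence.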
Nrf2 activator – activators of Nrf2 (ARE) signaling; hit rate 0.31% among 410,000; AREc32 ARE-luciferase reporter (MCF7-derived line), luminescence, 24 h; Potency, µM (highest dose often 46.1 µM), for the others: at the top dose activation, actives largely listed as activators; further: % of control where 0% means no effect; nearly all actives have a fitted effect of over 65% in size
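Luciferase luminescence (Steady-Glo, 30 min at room temperature) served as the read-out of ARE activation in AREc32 cells treated with compounds for 24 hr at 37 deg C.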
EPAC2 antagonist – EPAC2 (human) antagonism | Q8WZA2 | EPAC2 GEF exchange of Rap1B-BODIPY-GDP, fluorescence | Potency, µM (doses to about 114 µM), for inactives: at the highest dose activity, negative = inhibition, actives largely listed as inhibitors | hit rate 0.18% among 360,000 | AID 720708; further: on the % scale 0 is the no-effect control and ±100 the full control effect; nearly all actives have a fitted effect of over 45% in size; many of its hits are not listed in these tables
Target sequence (Q8WZA2 whole entry, looked up): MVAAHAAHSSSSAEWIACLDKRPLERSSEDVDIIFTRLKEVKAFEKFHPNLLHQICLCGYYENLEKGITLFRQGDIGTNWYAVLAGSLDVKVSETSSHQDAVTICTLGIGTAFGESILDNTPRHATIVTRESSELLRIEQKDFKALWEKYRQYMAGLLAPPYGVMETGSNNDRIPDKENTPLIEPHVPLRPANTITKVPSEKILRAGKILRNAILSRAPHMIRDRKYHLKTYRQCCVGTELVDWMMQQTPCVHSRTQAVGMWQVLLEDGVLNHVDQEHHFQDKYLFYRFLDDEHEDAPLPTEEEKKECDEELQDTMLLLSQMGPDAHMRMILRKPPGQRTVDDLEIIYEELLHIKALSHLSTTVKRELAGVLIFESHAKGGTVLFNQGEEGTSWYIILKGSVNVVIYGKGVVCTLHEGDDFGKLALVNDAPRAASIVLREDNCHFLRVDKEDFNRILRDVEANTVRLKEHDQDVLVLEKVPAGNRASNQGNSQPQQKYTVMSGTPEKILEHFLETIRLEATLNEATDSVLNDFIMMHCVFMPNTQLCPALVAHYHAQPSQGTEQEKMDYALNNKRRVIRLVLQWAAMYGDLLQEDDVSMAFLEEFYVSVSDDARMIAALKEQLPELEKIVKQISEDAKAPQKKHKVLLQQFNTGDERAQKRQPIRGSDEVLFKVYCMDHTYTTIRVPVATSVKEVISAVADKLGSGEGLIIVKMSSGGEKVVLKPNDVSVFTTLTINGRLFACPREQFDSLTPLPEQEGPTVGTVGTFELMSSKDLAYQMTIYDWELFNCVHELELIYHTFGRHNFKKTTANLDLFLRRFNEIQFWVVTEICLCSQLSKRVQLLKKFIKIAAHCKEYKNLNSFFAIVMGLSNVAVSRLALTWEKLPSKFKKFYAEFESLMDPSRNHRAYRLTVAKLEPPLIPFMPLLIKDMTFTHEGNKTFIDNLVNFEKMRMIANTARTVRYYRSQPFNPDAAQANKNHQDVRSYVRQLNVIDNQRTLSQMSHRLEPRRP
HepG2 tox – kills HepG2 cells in TGF-b inhibitor counter-screen | AID 588856 | HepG2 CAGA-GFP viability, ATP luminescence, 18 h | hit rate 0.76% among 410,000 | Potency, µM (doses to about 46.1 µM), for the others: at the highest dose activity change, negative = cytotoxicity, actives largely listed as cytotoxic; further: some results filed as inactive show a strong effect at the top dose
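CellTiter-Glo luminescence gave cytotoxicity after 18 hours at 37 degrees C. The cells were HepG2 CAGA-GFP in 1% FBS DMEM, stimulated with 500 pg/mL TGF-beta after compound addition. %Activity was normalised to no-cell wells (complete cell-killing) and DMSO (no toxicity), and curves were fitted and classified.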
ATXN viability – cell viability loss in ATXN counter-screen; S2 cells (HEK-293 line with an ATXN2-luciferase reporter) viability, CellTiter-Fluor protease fluorescence, 24 h; hit rate 0.49% among 400,000; Potency, µM (top dose mostly 56.7 µM), hits mostly cytotoxic; further: nearly all actives have a fitted effect of over 40% in size
* marks the source's active call; other numbers are inactive results; i = inactive; ? = inconclusive; · = not tested or not shown; & = joins results of further samples; [ ] = dose if it differs, or a comment. The call rests on the fitted dose curve; in most records, active means well fitted curve in the direction sought with a large enough effect; inconclusive means small, poorly fitted or top-dose-only effect, or another doubt; inactive means no such curve, though single readings can be large; an effect the other way counts as inactive or inconclusive. Potency means the concentration at half of the fitted maximal effect. Some of the compounds tested; rates above refer to the full screens.

SMILES	A549 tox	ATXN2 expr inh	MCF10A rereplic	TGFb SMAD3 inh	Nrf2 inh	Nrf2 activator	EPAC2 antagonist	HepG2 tox	ATXN viability
CCC(=O)Oc1ccc(C(=O)Nc2ccc3c(c2)C(=O)N(C2CCCCC2)C3=O)cc1	?	-3%	23µM*	13%	?	-0.2%	-8%	3%	i
Cc1oc(-c2ccccc2F)nc1CS(=O)CC(=O)NCc1ccc(F)cc1 (configuration not stated)	1%	-23%	0%	0%	6%	-1.0%	20%	-4%	·
c1ccc(Nc2cccc3c(Nc4ccccc4)cccc23)cc1	-8%	-21%	?	-17%	-12%	-0.3%	-10%	-25%	?
N#Cc1cccc(NC(=O)COC(=O)CCc2nc3ccccc3c(=O)[nH]2)c1	1%	-15%	3%	-11%	-18%	-0.7%	11%	8%	i
CCOc1cc2c(cc1OCC)C(C(=O)O)C(c1cc(Br)c(O)c(OC)c1)N(C)C2=O (configuration not stated)	9%	-2%	1%	-15%	24%	0.0%	1%	-13%	i
Cc1ccc(CSC2=CS(=O)(=O)c3ccccc3N2)cc1	-2%	5%	-3%	-10%	-19%	-0.1%	-12%	-2%	i
O=C(NCCCN1CCOCC1)C(C(=O)NCCCN1CCOCC1)c1ncc(C(F)(F)F)cc1Cl	-1%	-18%	10%[9.22 µM]	1%	21%	0.2%	3%	6%	i
Cn1nc(N)c2c(-c3ccc(Cl)cc3)c(C#N)c(N)nc21	2%	-10%	8%	-22%	8%	0.0%	1%	2%	i
Cc1cc(C)cc(NC(=O)Cn2c(-c3ccccc3Cl)nc3ccccc32)c1	-15%	7%	2%	-12%	-28%	-0.2%	-3%	-4%	i
COC(=O)CN1C(=S)N(c2ccc(Cl)cc2)C(=O)C1CC(=O)Nc1ccccc1 (configuration not stated)	-9%	9%	-66%[inhibitor]	-6%	2%	3.3%	-2%	-3%	i
O=C1N(Cc2ccc(F)cc2)CCN1c1ccc(F)cc1	0%	20%	-2%	0%	0%	1.8%	-1%	-7%	i
CC(OC(=O)CNC(=O)c1ccc(F)cc1)C(=O)Nc1ccc(S(=O)(=O)N2CCOCC2)cc1 (configuration not stated)	1%	-4%	5%	-6%	-18%	0.1%	-11%	6%	i
Cc1ccc(N(C)S(=O)(=O)c2c[nH]c3ccc([N+](=O)[O-])cc23)cc1	-1%	?	?	?	-40%	-0.1%	-18%	-16%	?
N#C/C(=C\c1cccnc1)c1nc2c(s1)CCCC2	-5%	31%[11.3 µM]	15%	-2%	?	27%	-12%	-8%	·
CCOC(=O)c1ccc(NC(=O)Cn2cc(C(=O)c3ccc(CC)cc3)c(=O)c3ccc(C)nc32)cc1	-1%	1%	·	-8%	?	0.1%	·	-10%	i
Cc1cc(Cl)ccc1OC(C)C(=O)Nc1ccc(C(=O)Nc2ccccc2C(=O)O)cc1 (configuration not stated)	-18%	-21%	?	?	?	-1.6%	?	-50%	i
CCOc1[nH]n(-c2ccccc2)c(=O)c1C=NCc1cccnc1	-8%	·	1%	5%	-1%	0.0%	-5%	-12%	i
O=S(=O)(c1ccccc1)n1nc(-c2ccccc2)nc1NCc1ccc(Cl)cc1	-3%	8%	·	3%	?	-1.5%	·	-7%	i
CCOC(=O)c1nc(-c2ccc(OC)c(OC)c2)cnc1C#N	-3%	2%	-3%	-9%	0%	0.0%	-1%	5%	?
CCN(CCn1cccn1)C(=O)c1cc(COc2c(F)cccc2F)on1	0%	2%	0%	-5%	11%	-0.3%	5%	25%	i
Cc1ccc(Cc2c(-c3cccc(Br)c3)nc3ccc(Br)cn23)cc1	·	105%[activator]	·	-18%	·	?	?	-16%	i
COc1cc(CN2CCN(Cc3ccc(C)cc3)C(CCO)C2)cc(OC)c1O (configuration not stated)	1%	-13%	1%	3%	0%	3.7%	-15%	2%	i
CCC(C)NC(=O)Cn1cnc2sc(C)c(S(=O)(=O)N3CCN(c4ccccc4OC)CC3)c2c1=O (configuration not stated)	0%&1%	4%&13%	2%	5%&16%	2%	-0.1%&-1.3%	-18%	-4%&2%	i
CCC1CCCN1Cn1cnc2c([nH]c3ccc(Cl)cc32)c1=O (configuration not stated)	4%	-4%	7%	-29%	-3%	-0.2%	2%	3%	i
CCOC(=O)CCCNC(=O)CCCNC(=O)C(c1ccccc1)c1ccccc1	-4%	-9%	10%	8%	-17%	-0.3%	3%	2%	i
(next part)
SMILES	A549 tox	ATXN2 expr inh	MCF10A rereplic	TGFb SMAD3 inh	Nrf2 inh	Nrf2 activator	EPAC2 antagonist	HepG2 tox	ATXN viability
Cc1ccc(-n2c([O-])nc(-[n+]3ccccc3)c2C=O)cc1	-3%	7%	9%	3%	-1%	0.1%	-4%	-18%	i
N#C/C(=C\c1ccc(OCc2ccccc2)cc1)C(N)=O	1%	48%[activator]	?	-2%	19%	0.6%	-1%	-5%	i
C=CCC1CCCC(=O)N2CC[C@H](O)C12 (some centres not stated)	1%	-1%	5%	5%	-3%	-0.3%	-20%	23%	i
CC1(c2ccc(OC(F)F)cc2)NC(=O)N(CC(=O)c2ccc3c(c2)OCO3)C1=O (configuration not stated)	7%	4%	?	7%	-16%	-0.2%	-13%	-13%	i
COc1ccc(CCNC(=O)Nc2ccc(F)cc2F)cc1OC	-4%	15%	4%	22%	-2%	-0.5%	-2%	8%	i
O=C(c1ccc(Cl)cc1)c1c[nH]c(C(=O)C(Cl)(Cl)Cl)c1	-9%	-22%	?	0%	21%	5.9%	-3%	-22%	i
CC(C)(C#N)NC(=O)C(=O)c1c(-c2ccccc2)cc2ccccn12	-7%	·	-1%	-1%	1%	-0.8%	5%	5%	?
CC1Cc2ccccc2N1CC(=O)Nc1ccc2c(c1)OCO2 (configuration not stated)	-12%	-11%	16%	7%	-1%	-0.5%	9%	-14%	i
CC(C)CC(c1nnnn1CCc1ccccc1)N1CCN(C(=O)c2ccco2)CC1 (configuration not stated)	-6%	2%	-44%[inhibitor]	0%	5%	0.1%	-4%	-38%	i
O=C(CSc1nnc(-c2cccc(Br)c2)o1)NCC1CCCO1 (configuration not stated)	·	·	·	4%	·	-0.5%	5%	2%	i
Cc1nc2ccccc2c2c1C(=O)N(C)C2=O	-1%	0%	1%	0%	3%	-0.6%	15%	0%	i
CCOC(=O)N1C(=O)[C@@](CC)(c2ccccc2)N1C(=O)OCC	-15%	-35%	?	?	?	10%	10%	-103%	32µM*
COc1ccccc1N1CCN(C(=O)C2c3ccccc3Oc3ccccc32)CC1	?	-10%	1.8µM*	?	11%	-0.5%	-8%	0%	?
Cn1c(S(=O)(=O)c2ccc([N+](=O)[O-])cc2)nc(Br)c1Br	6%	?	-19%	?	-7%	?	-2%	-192%	·
Cc1ccc(C(C)C)c(OCCNCc2ccccc2)c1	0%	·	8%	-16%	0%	-0.6%	-11%	-22%	?

Reformatted as a markdown table: 10 of the compounds above.
| molecule | A549 tox | ATXN2 expr inh | MCF10A rereplic | TGFb SMAD3 inh | Nrf2 inh | Nrf2 activator | EPAC2 antagonist | HepG2 tox | ATXN viability |
| --- | --- | --- | --- | --- | --- | --- | --- | --- | --- |
| CCC(=O)Oc1ccc(C(=O)Nc2ccc3c(c2)C(=O)N(C2CCCCC2)C3=O)cc1 | ? | -3% | 23µM* | 13% | ? | -0.2% | -8% | 3% | i |
| Cc1oc(-c2ccccc2F)nc1CS(=O)CC(=O)NCc1ccc(F)cc1 (configuration not stated) | 1% | -23% | 0% | 0% | 6% | -1.0% | 20% | -4% | · |
| c1ccc(Nc2cccc3c(Nc4ccccc4)cccc23)cc1 | -8% | -21% | ? | -17% | -12% | -0.3% | -10% | -25% | ? |
| N#Cc1cccc(NC(=O)COC(=O)CCc2nc3ccccc3c(=O)[nH]2)c1 | 1% | -15% | 3% | -11% | -18% | -0.7% | 11% | 8% | i |
| CCOc1cc2c(cc1OCC)C(C(=O)O)C(c1cc(Br)c(O)c(OC)c1)N(C)C2=O (configuration not stated) | 9% | -2% | 1% | -15% | 24% | 0.0% | 1% | -13% | i |
| Cc1ccc(CSC2=CS(=O)(=O)c3ccccc3N2)cc1 | -2% | 5% | -3% | -10% | -19% | -0.1% | -12% | -2% | i |
| O=C(NCCCN1CCOCC1)C(C(=O)NCCCN1CCOCC1)c1ncc(C(F)(F)F)cc1Cl | -1% | -18% | 10%[9.22 µM] | 1% | 21% | 0.2% | 3% | 6% | i |
| Cn1nc(N)c2c(-c3ccc(Cl)cc3)c(C#N)c(N)nc21 | 2% | -10% | 8% | -22% | 8% | 0.0% | 1% | 2% | i |
| Cc1cc(C)cc(NC(=O)Cn2c(-c3ccccc3Cl)nc3ccccc32)c1 | -15% | 7% | 2% | -12% | -28% | -0.2% | -3% | -4% | i |
| COC(=O)CN1C(=S)N(c2ccc(Cl)cc2)C(=O)C1CC(=O)Nc1ccccc1 (configuration not stated) | -9% | 9% | -66%[inhibitor] | -6% | 2% | 3.3% | -2% | -3% | i |
